# Kir21 block: inhibitors of mouse Kir2.1 inward-rectifier potassium channel. P35561. B-score at 10 µM. actives 0.85% (n = 310,000). AID 1672. HEK293-Kir2.1, FluxOR thallium flux fluorescence; stronger effect = lower value;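 active means fluorescence ratio B-score at or below minus 3 SD of library scores, with starting-brightness B-score within 2 SD, cut at about -4.2 in these data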;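 further: channel flux triggered by added potassium and thallium sulfate stimulus; B-score of peak minus minimum fluorescence over baseline after thallium stimulus; more negative B-score means stronger Kir2.1 block with less thallium influx; some compounds called inactive have numbers as strong as hits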
# Target sequence (P35561 whole entry, looked up): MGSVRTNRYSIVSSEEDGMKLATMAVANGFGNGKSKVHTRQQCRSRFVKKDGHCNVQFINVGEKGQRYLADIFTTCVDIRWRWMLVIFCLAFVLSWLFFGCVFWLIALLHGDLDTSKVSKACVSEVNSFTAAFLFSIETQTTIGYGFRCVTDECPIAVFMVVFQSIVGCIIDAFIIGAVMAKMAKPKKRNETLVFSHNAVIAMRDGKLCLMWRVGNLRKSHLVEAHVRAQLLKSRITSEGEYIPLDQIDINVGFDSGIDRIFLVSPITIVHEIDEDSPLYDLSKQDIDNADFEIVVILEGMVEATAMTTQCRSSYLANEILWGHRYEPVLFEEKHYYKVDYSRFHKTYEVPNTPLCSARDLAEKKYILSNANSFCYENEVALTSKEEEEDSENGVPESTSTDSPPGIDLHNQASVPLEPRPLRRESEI
# STK33 inh: blocks human STK33 kinase activity; Q9BYT3; purified STK33, MBP phosphorylation, ADP-Glo luminescence; inhibition, % at 10 µM; actives 0.073% (n = 320,000); AID 2661;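 active means inhibition at or above 25%, using the most active replicate where run in duplicate; inactive means inhibition below 25%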
# Target sequence (Q9BYT3 whole entry, looked up): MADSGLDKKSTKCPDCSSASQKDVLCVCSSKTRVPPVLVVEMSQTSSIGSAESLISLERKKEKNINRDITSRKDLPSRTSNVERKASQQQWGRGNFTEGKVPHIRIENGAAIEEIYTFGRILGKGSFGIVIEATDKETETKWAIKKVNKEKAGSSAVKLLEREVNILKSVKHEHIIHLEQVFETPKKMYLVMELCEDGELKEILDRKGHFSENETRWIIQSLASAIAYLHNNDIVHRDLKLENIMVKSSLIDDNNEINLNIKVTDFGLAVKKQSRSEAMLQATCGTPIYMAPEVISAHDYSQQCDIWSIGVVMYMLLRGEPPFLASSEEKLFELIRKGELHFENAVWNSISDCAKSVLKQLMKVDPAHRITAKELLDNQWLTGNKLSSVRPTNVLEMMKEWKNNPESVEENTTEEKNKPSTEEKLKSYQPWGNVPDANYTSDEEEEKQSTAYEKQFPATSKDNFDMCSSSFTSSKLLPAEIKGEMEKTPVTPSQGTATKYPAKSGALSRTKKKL
# * = called active by the depositor; · = no result given; & = joins results of further samples.
SMILES | Kir21 block | STK33 inh
O=C(Nc1ccc(F)cc1F)c1ccc(COc2c(F)c(F)cc(F)c2F)o1 | 2.17 | -1.4
O=c1[nH]c(SCc2nc3ccccc3c(=O)n2-c2ccccc2)nc2ccccc12 | 0.53 | -0.7
CCOC(=O)c1nnn2c1nc(N(CC)CC)c1ccccc12 | 0.41 | 1.9
O=C(NC(c1ccccc1)c1ccccc1)C1CCCN(S(=O)(=O)c2cnc[nH]2)C1 (stereo not given) | -1.5 | -0.3
COc1ccc(Cl)cc1NC(=S)Nc1cccnc1 | 0.9 | 1.2
CS(=O)(=O)N1CCC(C(=O)NCc2ccncc2)CC1 | 0.16 | -2.0
Clc1ccc(CSc2ncn[nH]2)cc1 | -0.12 | -0.6
COc1ccc(S(=O)(=O)Nc2ccc3c(c2)n(C)c(=O)n3C)cc1OC | 0 | 0.3
O=C(NCc1ccccc1)C1=C[C@H](c2csc3ccccc23)C[C@H](OCCCCO)O1 | -0.77 | -1.8
O=C(O)c1cc(-c2cccnc2)nn1-c1ccccn1 | 0.83 | -0.1
Cc1ccc(S(=O)(=O)n2ccc3c(OCCOCCNCc4ccc(F)cc4)cccc32)cc1 | -0.98 | -0.6
O=c1[nH]c(CNCc2cccnc2)nc2ccccc12 | 0.51 | 0.1
O=C1/C(=C\Nc2ccc(Cl)cc2)CCN1c1ncccn1 | 0.06 | -0.2
Cn1nccc1C(=O)NC1CCCc2c1cnn2-c1ccccc1F (stereo not given) | -0.22 | 0.0
CCNc1nc(NC(C)C)nc(NC(C)(C)C)n1 | 0.98 | ·
CCC(O)C1CCN(C(=O)c2ccc(OC3CCN(Cc4ccccn4)CC3)cc2)CC1 (stereo not given) | 0.09 | -2.4
Cc1noc(C(=O)Nc2cccc(Cl)c2)c1Cl | -0.3 | -0.5
CC1(C)NC(=O)N(CCOCCOc2c(Cl)cc(Cl)cc2Cl)C1=O | 1.6 | -0.8
COc1cc(-c2c(-c3ccc4c(c3)OCO4)noc2C)ccc1F | -0.22 | -0.7
CC(C(=O)Nc1ccc2c(c1)OCO2)c1ccc([N+](=O)[O-])cc1 (stereo not given) | 0.74 | 0.0
Cc1ccc2sc(NC(=O)CN3C(=O)c4ccccc4C3=O)nc2c1C | 0.28 | -1.4
COc1cc(NC(=O)COC(=O)CNC(=O)C23CC4CC(CC(C4)C2)C3)cc(OC)c1 | · | 0.5
CC(C)(C)NC(=O)Cn1c(SCC(N)=O)nc2ccccc21 | -0.15 | -4.8
CC(NC(=S)NC(=O)c1cccs1)c1ccccc1 (stereo not given) | · | -1.0
CC1(NC(=O)Nc2cc([N+](=O)[O-])ccc2O)CCS(=O)(=O)C1 (stereo not given) | · | 0.1
O=C(C1COc2ccccc2O1)N1CCN(c2ccc([N+](=O)[O-])cc2)CC1 (stereo not given) | · | 0.0
CC1(C)Cc2nc3sc4c(N5CCCC5)nnnc4c3cc2CO1 | 0.81 | -2.2
COc1ccc(C(=O)Nc2ccc(Cl)cc2F)cc1S(=O)(=O)N1CCCC1 | · | -2.1
CCN(CC(=O)Nc1ccc2c(c1)OCCO2)Cc1cc(=O)oc2cc(C)c(C)cc12 | -0.38 | 0.6
O=C(C1CC(=O)N(c2ccc3c(c2)OCCO3)C1)N1CCN(c2ccccc2)CC1 (stereo not given) | -0.55 | -1.4
CN(C)/C=C(/C(=O)c1ccc(Cl)cc1Cl)S(=O)(=O)c1ccccc1 | 1.54 | 1.3
O=C(COC(=O)C12CC3CC(CC(Cl)(C3)C1)C2)Nc1ccccc1 | · | -2.1
Cc1ccc(S(=O)(=O)Nc2c(C)n(C)n(-c3ccccc3)c2=O)cc1 | 0.02&-0.54 | 0.7&-1.0
CC(C)Oc1ccc(C(=O)Nc2ccc(N3CCCCC3)cc2)cc1 | 0.59 | -3.3
CC(CNC(=O)Cn1ccc2cc(S(=O)(=O)N3CCCC3)ccc21)c1ccccc1 (stereo not given) | -2.06 | -1.4
Cc1ccc2nc(SCC(=O)Nc3nnc(SCC(N)=O)s3)[nH]c2c1 | 2.89 | -0.3
CCc1nnc(NC(=O)C2CCN(C(=O)NC3CCCCC3)CC2)s1 | -0.21 | 2.8
N#CCC(=O)c1sccc1-n1cccc1 | 0.5 | -0.8
CCOC(=O)N1CCC(N2C(=O)c3ccc(C(=O)Nc4ccc(OC)cc4)cc3C2=O)CC1 | 1.31 | -1.1
CCCn1nnnc1NCc1ccccc1OCC | 2.04 | -4.1

# Next part (2 carried over from the part before).
SMILES | Kir21 block | STK33 inh
CCOC(=O)N1CCC(N2C(=O)c3ccc(C(=O)Nc4ccc(OC)cc4)cc3C2=O)CC1 | 1.31 | -1.1
CCCn1nnnc1NCc1ccccc1OCC | 2.04 | -4.1
CCCn1nc(NS(=O)(=O)c2ccccc2)c2cc3cc(C)ccc3nc21 | -0.84 | -1.2
CCOc1ccc(NC(=O)N(c2ccccc2)c2ccccc2)cc1 | -1.47 | -0.1
COc1ccc(OC)c(C2C(C(=O)c3ccc(C)o3)=C(O)C(=O)N2CCN2CCOCC2)c1 (stereo not given) | 0.14 | 0.1
COc1ccc(C2C(C#N)=C(C)NC(C)=C2C(=O)OC(C)C)c(OC)c1 (stereo not given) | 0.04 | -0.2
O=C(O)CC(SCC(=O)NC1CCCc2ccccc21)C(=O)O (stereo not given) | -0.71 | -0.2
CCOC(=O)c1c(S(=O)(=O)NCCc2ccc(OC)c(OC)c2)c(C)n(C)c1C | 1.31 | -0.2
COc1ccc(N(CC(O)CN2CCCCC2)S(=O)(=O)c2ccc(C)cc2)cc1 (stereo not given) | 0.52 | -1.1
O=C(Nc1ccccc1C(=O)N1CCOCC1)c1noc2c1CCCC2 | 0.09 | 0.3
N/C(=N\OC(=O)CCC1CCCC1)c1ccc([N+](=O)[O-])cc1 | 0.28 | -1.6
CN(C)CCCN1CC(C(=O)O)CC1=O (stereo not given) | -0.49 | 1.2

# Gathered by group: the entries above with a COOH group (three)
SMILES | Kir21 block | STK33 inh
O=C(O)c1cc(-c2cccnc2)nn1-c1ccccn1 | 0.83 | -0.1
O=C(O)CC(SCC(=O)NC1CCCc2ccccc21)C(=O)O (stereo not given) | -0.71 | -0.2
CN(C)CCCN1CC(C(=O)O)CC1=O (stereo not given) | -0.49 | 1.2

# Next results
SMILES | Kir21 block | STK33 inh
O=C(COc1ccc(C2SCCS2)cc1)NNC(=O)C(Cl)Cl | 2.16 | 0.4
CCOC(CNC(=O)c1ccc2c(c1)nc(C)n2-c1cccc(F)c1)OCC | 0.96 | 2.4
COc1cc(/C=N/NC(=O)c2cccnc2)ccc1OCC(=O)Nc1c(C)cc(C)cc1C | -0.06 | -0.3
COc1ccc(C2=NN3C(C2)c2ccccc2OC32C(=O)N(C)c3ccccc32)cc1 (stereo not given) | 1.21 | -0.6
Fc1ccccc1-c1n[nH]c(=S)n1CC1CCCO1 (stereo not given) | 0 | -1.9
C=CC[C@H](CC(=O)NCCO)C(=O)N[C@@H](COC(=O)[C@H](CC=C)CC(=O)OC(C)(C)C)Cc1c[nH]c2ccccc12 | · | -0.4
Cc1cccc(NC(=O)CN2C(=O)N/C(=C/c3cc(C)n(C(C)C)c3C)C2=O)c1 | 2.2 | -1.7
CC(=O)Nc1ccc(S(=O)(=O)N(C)CC(=O)OC2CCCCC2=O)cc1 (stereo not given) | · | -0.6
CN(CCCNC(=O)c1ccc(N2CCCC2=O)cc1)c1ccccc1 | -0.21 | -0.9
CC(=O)NC1(NC(C)=O)CCN(C)C(c2ccccc2)C1C (stereo not given) | 0.6 | 2.0
CCOCCCNC(=O)N[C@@H](Cc1ccccc1)C(=O)OC | -0.18 | -1.1
CCc1nnc(NC(=O)c2c(O)c3c([nH]c2=O)CCCC3)s1 | 0.69 | 1.2
O=C(NCc1ccco1)c1ccc(F)c(S(=O)(=O)N2CCCCC2)c1 | 0.89 | 1.8
Cc1cc(C)c(C(=O)/C=C/c2cccc3ccccc23)c(=O)[nH]1 | -2.69 | -0.4
COc1ccccc1C(=O)NCCC(=O)NC1=NCCS1 | · | 2.3
CC1CC(NC(=O)c2cnc3n(c2=O)CCS3)CC(C)(C)C1 (stereo not given) | 0.24 | -0.5
Cc1nn(C2CCCCC2)c(N)c1-c1ccccc1 | -1.29 | 0.9
O=C(NCCCl)Nc1ccc(Cl)c([N+](=O)[O-])c1 | 1.34 | 1.0
O=[N+]([O-])c1cccc(CN2CCN(c3cccc4[nH]ccc34)CC2)c1 | 0.19 | -1.8
Nc1ncnc(Sc2ncccn2)c1[N+](=O)[O-] | -0.81 | ·
COc1cc(/C=N/NC(=O)CCn2nnc3ccccc32)ccc1O | -0.48 | 0.8
COc1ccccc1/C=N/OC(=O)c1ccc(C)cc1 | 0.68 | -1.0
O=S(=O)(NOCc1ccc(Cl)cc1)c1ccc(Cl)cc1 | -0.49 | 0.4
O=c1c(C(c2ccccc2)c2c(O)nc3n(c2=O)CCS3)c(O)nc2n1CCS2 | 0.74 | -1.8
COc1ccc(-n2nc(C(=O)NCC(=O)N3CCN(c4ccccc4F)CC3)c3ccccc3c2=O)cc1OC | 2.13 | 1.4
O=C(NCCc1ccc(Cl)cc1)c1cccnc1 | 1.02 | -1.2
Cc1cnc(C(=O)OCC(=O)Nc2ccc(C)c(S(=O)(=O)N3CCOCC3)c2)cn1 | · | -1.4
CCN(CC)C(=N)N1c2ccccc2CCC1C (stereo not given) | -1.6 | -1.7
O=C(CCN1C(=O)/C(=C/C=C/c2ccccc2)SC1=S)Nc1ccccn1 | 0 | 0.9
CCN(CC)S(=O)(=O)c1ccc(NC(=O)c2cnc(C)cn2)cc1 | -0.91 | -2.8
Cc1cc(C(=O)N2CCCC(N3CCN(c4cccc(C(F)(F)F)c4)CC3)C2)c(C)o1 (stereo not given) | 0.28 | -1.5
O=C(CCn1c(=S)oc2ccccc21)Nc1cc([N+](=O)[O-])ccc1F | -0.18 | -1.3
O=C(Nc1ccc(N2C(=O)CCC2=O)cc1Cl)c1cccs1 | -1.04 | -1.2
CCN1C(=O)S/C(=C\c2ccc(N3CCOCC3)cc2C)C1=O | 0.17 | -1.1
COc1ccc(Cl)cc1NC(=O)CN(C)CC(=O)NC(C)c1ccccc1 (stereo not given) | -0.37 | -1.4
O=C(c1cccs1)N1CCN(c2nc3c(F)cc(F)cc3s2)CC1 | -0.25 | -0.9
O=c1[nH]c(/C=C/c2ccccc2Cl)c([N+](=O)[O-])c(=O)[nH]1 | 0.54 | -13.9
COc1ccc(NC(=O)c2cc(S(=O)(=O)N(Cc3ccccc3)c3ccccc3)ccc2Cl)cn1 | -1.13 | -1.2
CCN(CC)CCNC(=O)Cn1cnc2sc(C)c(S(=O)(=O)N3CCN(c4ccccc4OC)CC3)c2c1=O | -2.05 | -1.0
Cc1nn(C)c(Oc2cccc(C(F)(F)F)c2)c1C=O | 0.03 | 1.5
O=C(CCNS(=O)(=O)c1ccc(Br)s1)N1CCCCC1 | 1.55 | -1.4
COc1cccc(OCC(O)CN2CCN(c3ncccn3)CC2)c1 (stereo not given) | -0.02 | -1.0
CC(c1ccccc1)C1C(C#N)=C(N)SC(N)=C1C#N (stereo not given) | 0.74 | 1.1
CC(C)C(C)NC(=O)COc1ncnc2sccc12 (stereo not given) | -0.11 | 0.2
CCOC(Cn1c(SCC(=O)Nc2cc(C)on2)nc2ccccc2c1=O)OCC | 1.39 | -1.0
CC1CN(C)C(C)c2c1oc1ccc([N+](=O)[O-])cc21 (stereo not given) | 0.01 | -1.3
Cc1cc(C)cc(SCc2noc(C(=O)NCCCN3CCOCC3)c2C(=O)NCCCN2CCOCC2)c1 | -0.57 | 1.0
COc1ccc(OC)c(CNC(=O)CCc2nc(-c3cccs3)no2)c1 | -1.88 | -0.4
O=C(N/N=C\c1cc([N+](=O)[O-])ccc1N1CCCC1)c1ccccn1 | 0.38 | -1.5
Cc1ccoc1C(=O)N1CCCC(CO)(Cc2ccc(F)cc2)C1 (stereo not given) | -1.41 | 0.3

# Filtered by structure: the compounds so far with a cyano group
SMILES | Kir21 block | STK33 inh
N#CCC(=O)c1sccc1-n1cccc1 | 0.5 | -0.8
COc1ccc(C2C(C#N)=C(C)NC(C)=C2C(=O)OC(C)C)c(OC)c1 (stereo not given) | 0.04 | -0.2
CC(c1ccccc1)C1C(C#N)=C(N)SC(N)=C1C#N (stereo not given) | 0.74 | 1.1

# Going on with the list.
SMILES | Kir21 block | STK33 inh
CCN(CC)S(=O)(=O)c1ccc(NC(=O)COc2c(OC)cccc2OC)cc1 | 0.05 | -2.4
NS(=O)(=O)c1ccc(NC(=S)NC(=O)c2ccc(Br)o2)cc1 | -0.62 | 1.2
O=C(CCCCCCN1C(=O)c2ccccc2C1=O)NC1CCCCC1 | -1.06 | -0.1
O=C(OCc1nc2ccccc2[nH]1)C1CCCCC1 | 0.9 | -1.7
COc1ccc(CNC(=O)C(=O)NCc2cccnc2)cc1 | -1.2 | ·
Cc1ccc(NC(=O)c2ccccc2NC(=O)c2cccnc2)cc1 | 2.18 | 9.5
Cc1ccc(NC(=O)CSCC(=O)N(C)CC(=O)Nc2cccc(F)c2)cc1 | -1.22 | -2.0
CCCOc1ccc(/C=N/NC(=O)CSc2ccccn2)cc1OC | -0.42 | -0.7
Cc1cc(C)nc(N(C#N)Cc2ccc(Br)cc2)n1 | -1.02 | -0.4
CCOC(=O)C1=C(C)N(C)C(=S)NC1c1ccccc1 (stereo not given) | -1.61 | -3.8
O=C(COC(=O)CCc1c[nH]c2ccccc12)NCc1ccc2c(c1)OCO2 | 0.19 | -4.2
O=C(CCc1nc2ccccc2[nH]1)Nc1ccccc1F | 0.91 | -0.7
O=C(CNCc1ccccn1)Nc1cc(C(F)(F)F)ccc1N1CCOCC1 | -0.77 | -0.5
O=C(CSc1n[nH]c(-c2cccnc2)n1)Nc1ccc([N+](=O)[O-])cc1 | -0.02 | 1.5
O=C(N/N=C/c1[nH]c2ccccc2c1Cl)c1cccc(Br)c1 | -1.16 | -1.3
Cc1ccc(Nc2cc(C)nc3ncnn23)cc1 | 0 | ·
